Screening results (PubChem BioAssay)
PTHR1 ag: activates the human parathyroid hormone receptor PTHR1; Q03431; HEK293 GP2 PTHR1 cells, GloSensor cAMP luminescence, 1 h; Potency, µM (titrated, usually from 115 µM), without a hit: top-dose activation, actives largely listed as activators; actives 0.075% (n = 410,000); AID 743266; also: potency is read from the fitted curve at half-maximal effect; nearly all actives have a fitted effect of over 55% in size; some results filed as inactive show a strong effect at the top dose; inactives centre near -15; many of its hits are not listed in these tables
Target sequence (Q03431 whole entry, looked up): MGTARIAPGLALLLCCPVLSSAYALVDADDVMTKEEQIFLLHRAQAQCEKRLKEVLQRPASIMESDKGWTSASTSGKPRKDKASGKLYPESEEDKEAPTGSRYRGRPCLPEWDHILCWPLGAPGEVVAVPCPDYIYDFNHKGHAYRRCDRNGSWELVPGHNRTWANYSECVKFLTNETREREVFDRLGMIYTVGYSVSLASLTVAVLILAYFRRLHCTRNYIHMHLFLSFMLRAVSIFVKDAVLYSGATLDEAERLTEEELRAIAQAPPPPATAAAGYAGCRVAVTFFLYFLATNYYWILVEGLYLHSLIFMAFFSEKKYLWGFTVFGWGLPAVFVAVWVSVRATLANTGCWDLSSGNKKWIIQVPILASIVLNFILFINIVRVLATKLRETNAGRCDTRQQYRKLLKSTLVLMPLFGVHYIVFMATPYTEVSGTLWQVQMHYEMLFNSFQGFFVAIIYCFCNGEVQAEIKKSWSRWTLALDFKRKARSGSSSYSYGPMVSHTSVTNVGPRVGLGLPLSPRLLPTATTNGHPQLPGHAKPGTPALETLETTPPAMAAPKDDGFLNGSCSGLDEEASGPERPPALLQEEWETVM
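HEK-293-derived GP2 cells expressing PTHR1 and a GloSensor cAMP reporter, 3,000/well, plated overnight, given luciferin plus IBMX (each 0.5 mM as added) for 1 h at 37 °C, then compound for 1 h at 37 °C. Luminescence was read after 15 min at room temperature.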
aSyn yeast inh: inhibitors of alpha-synuclein toxicity in yeast; Yeast expressing alpha-synuclein, growth rescue, BacTiter-Glo, 24 h; Potency, µM (doses to about 46.1 µM), without a hit: at the highest dose growth rescue (activation), most hits filed as activators; actives 0.14% (n = 370,000); AID 652106; also: potency is read from the fitted curve at half-maximal effect; % of control where 0% means no effect; nearly all actives have a fitted effect of over 65% in size
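Screening used galactose-induced yeast with toxic alpha-synuclein levels, exposed to compound for 24 hr at 30 deg C. Cell growth, read with BacTiter-Glo luminescence, gave the measured signal.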
Abeta yeast res: compounds reversing amyloid beta toxicity in yeast | yeast expressing A-beta42, growth rescue, OD600, 48 h; response scale: 0% DMSO, 100% iron-clioquinol control | Potency, µM (doses to about 46.1 µM), for the others: at the highest dose growth rescue, most hits filed as activators | actives 0.063% (n = 410,000) | AID 1347071; also: potency is read from the fitted curve at half-maximal effect; nearly all actives have a fitted effect of over 55% in size
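Yeast A-beta toxicity model in growth medium with pinned compounds, 48 h at 30 C; growth read as absorbance at 600 nm. Normalized to FeCl3/clioquinol equimolar mix (positive) and DMSO (negative).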
HEK293 tox: cytotoxicity in counter-screen for GLP-1R inverse agonists. actives 0.13% (n = 410,000). HEK293 cAMP-luciferase reporter cells, luminescence, 24 h. Potency, µM (highest dose often 38.3 µM), for inactives: at the top dose activity change, negative = inhibition, usual class: inhibitors;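 also: loss of luciferase light is scored as toxicity; potency is read from the fitted curve at half-maximal effect; % is scaled to controls: 0 for no effect and ±100 for the full control effect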
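MLSMR compounds, 24 hr on cells at 37 deg C/5% CO2; luminescence after luciferase reagent (12 min RT). Inhibition counted as the undesired cytotoxic outcome.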
Akt phos inh: blocks phosphorylation of Akt. Neuro2A IGF-stimulated pAkt S473 HTRF, 20 min; active compounds read low. activity change, % for hits at 50 µM. actives 0.32% (n = 360,000). AID 651550; in the data active = activity change below about -80%; inconclusive = mostly about -51% to -80%; also: % is scaled to controls: 0 for no effect and ±100 for the full control effect
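Neuro2A cells in DMEM with 0.5% FBS, overnight at 37 deg C, given compound at single 50 µM final, then IGF (6 nM final) for 20 min at 37 deg C. Lysed; phospho-Akt Ser473 by HTRF after 24 h, 665/615 ratio.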
Mm-Cpn inhibitor: M. maripaludis TRiC chaperonin inhibition; purified Mm-Cpn ATPase, ADP Transcreener TR-FRET; Potency, µM (top dose mostly 76.9 µM), without a hit: at the top dose activity, negative = inhibition, hits mostly inhibitors; actives 0.031% (n = 330,000); AID 504842; also: potency is read from the fitted curve at half-maximal effect; % is scaled to controls: 0 for no effect and ±100 for the full control effect; nearly all actives have a fitted effect of over 80% in size
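25 nM Mm-CPN + cpd, 10 min 37°C; + 10 uM ATP, 30 min 37°C; buffer 30 mM Tris pH 7.4, 100 mM KCl, 5 mM MgCl2, 1 mM DTT; Transcreener ADP HTRF detection 30 min RT.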
GLP1R inv ag: GLP-1 receptor (human) inverse agonism. actives 1.6% (n = 410,000). HEK293 GLP-1R CRE-luciferase, luminescence, 24 h; GLP-1R form is constitutively active. P43220. Potency, µM (highest dose often 38.3 µM), without a hit: top-dose activity change, negative = inhibition, actives largely listed as inhibitors. AID 624417; also: potency is read from the fitted curve at half-maximal effect; % is scaled to controls: 0 for no effect and ±100 for the full control effect; nearly all actives have a fitted effect of over 55% in size
Target sequence (P43220 whole entry, looked up): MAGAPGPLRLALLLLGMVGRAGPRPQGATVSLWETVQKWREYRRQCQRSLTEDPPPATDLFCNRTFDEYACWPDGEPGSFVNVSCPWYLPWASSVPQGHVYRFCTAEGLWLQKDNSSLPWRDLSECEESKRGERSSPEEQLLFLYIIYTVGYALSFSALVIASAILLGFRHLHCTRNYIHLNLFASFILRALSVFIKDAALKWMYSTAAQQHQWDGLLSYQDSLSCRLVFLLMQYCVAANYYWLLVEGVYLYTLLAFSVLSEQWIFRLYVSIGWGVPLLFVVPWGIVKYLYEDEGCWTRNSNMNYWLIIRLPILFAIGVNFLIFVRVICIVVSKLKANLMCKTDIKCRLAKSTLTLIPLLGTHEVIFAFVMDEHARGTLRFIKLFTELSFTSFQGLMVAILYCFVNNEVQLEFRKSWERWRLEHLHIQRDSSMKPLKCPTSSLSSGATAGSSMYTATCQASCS
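Stable HEK293 clone (constitutively active GLP-1R + cAMP-response luciferase); 200 cells/uL plated, 12 h pre-culture, compound 24 hr, 37 deg C/5% CO2; detection reagent 12 min RT; luminescence.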
TDP43 rescue: TDP-43 toxicity inhibition in yeast; TDP-43 expressing yeast growth rescue, BacTiter-Glo, 24 h; Potency, µM (doses to about 46.1 µM), inactives show at the top dose growth rescue (activation), usual class: activators; actives 1.8% (n = 410,000); AID 652104; also: potency is read from the fitted curve at half-maximal effect; % of control where 0% means no effect; nearly all actives have a fitted effect of over 50% in size
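Luminescence from BacTiter-Glo reports growth of TDP-43-expressing yeast after 24 hr at 30 deg C with compound. Cells were raffinose-pregrown to mid-log, then seeded in galactose medium at OD600=0.02.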
FUS yeast rescue: suppressors of FUS proteinopathy in yeast; S. cerevisiae FUS-expressing, growth rescue, OD600, 24 h; actives 0.24% (n = 390,000); Potency, µM (titrated, usually from 76.6 µM), without a hit: at the top dose growth rescue (activation), actives largely listed as activators; AID 1347120;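 also: potency is read from the fitted curve at half-maximal effect; plate controls were DMSO vehicle for no effect and reference control for full effect; nearly all actives have a fitted effect of over 55% in size; some results filed as inactive show a strong effect at the top dose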
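Absorbance at 600 nm, taken 24hr after compound addition, measured rescue of FUS-yeast growth at 30C. Induction used 2% galactose with seeding at OD 0.005. Controls: CP55940 from 92uM final, DMSO only.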
* hit, by the source's call; i = inactive; ? = inconclusive; . = not tested or not shown; [ ] = another dose, or the depositor's remark. Unless noted, calls follow the shape of the dose curve; as a rule, active = well fitted curve in the direction sought with a large enough effect; inconclusive = small, poorly fitted or top-dose-only effect, or another doubt; inactive = no such curve, though single readings can be large; an effect the other way counts as inactive or inconclusive.

SMILES	PTHR1 ag	aSyn yeast inh	Abeta yeast res	HEK293 tox	Akt phos inh	Mm-Cpn inhibitor	GLP1R inv ag	TDP43 rescue	FUS yeast rescue
Cn1c(=O)[nH]c(=O)c2c1nc(Br)n2Cc1cccc(Br)c1	-19%	-3%	-1%	-29%	i	-2%	8%	-12%	17%
Cc1nc2ccccc2c(=O)n1/N=C/c1ccc(N(C)C)cc1	-24%[57.5 µM]	-13%	10%	-9%	i	1%	6%	-7%	-21%
O=C1CCN(C(=O)c2cccs2)c2ccccc21	i	-4%	9%	149%[activator]	i	2%	1%	-5%	-11%
CCOc1ccc(CCNC(=O)c2nnc(CS(=O)(=O)c3ccccc3)o2)cc1OCC	i	5%	0%	7%	i	0%	0%	-13%	18%
CC(=O)NCCNc1nc(NCc2cccs2)nc2ccsc12	i	?	-14%	7%	i	.	7%	10%	-18%
CCc1ccccc1NC(=O)c1ccc(CN2CCC(Cc3ccccc3)CC2)cc1	-12%[57.5 µM]	3%	25%	?	i	-1%	8.9µM*	-6%	3%
CCc1sc(C(=O)NCCCN2CCCC2=O)cc1Br	i	-3%	-10%	4%	i	.	5%	-18%	.
COc1ccc(C)cc1NCC(=O)Nc1ccc(C(C)(C)C)cc1	i	12%	17%	67%[activator]	i	1%	?	-16%	.
COc1ccc(NC(=O)c2ccc(S(=O)(=O)N3CCCCCC3)cc2)c(OC)c1	i	-1%	-8%	-10%	i	0%	?	-10%	27%
COc1cc(NC(=O)CCc2nnc3ccc(N4CCN(C)CC4)nn23)cc(OC)c1	i	-5%	-7%	1%	i	0%	14%	-1%	29%
CCCCn1c(SCc2ccccn2)nc2c1c(=O)n(C)c(=O)n2C	-18%[57.5 µM]	4%	-8%	-1%	i	-3%	65%[activator]	10%	11%
COCC(=O)N(Cc1ccco1)c1nnc(C2CCOC2)s1 (stereo unspecified)	-24%	-6%	-2%	56%[activator]	i	1%	15%	1%	-18%
COc1ccc(C(=O)NC(Nc2ccc(C)cc2)C(Cl)(Cl)Cl)cc1 (stereo unspecified)	-66%[inhibitor]	-9%	-6%	-23%	i	1%	0%	-14%	.
Cc1cccc(NC(=O)Cn2nnc(-c3nc(-c4ccncc4)no3)c2N)c1	i	.	3%	4%	.	.	14%	25%	-8%
CC(=O)c1ccccc1C(=O)N1CCCC(CCC(=O)N2CCN(c3ccccn3)CC2)C1 (stereo unspecified)	i	-6%	2%	2%	i	-4%	1%	-6%	3%
COc1ccccc1N1CCN(C(=O)c2cnn(-c3ccc(C)c(C)c3)c2C2CCN(C(=O)OC(C)(C)C)CC2)CC1	i	.	-3%	-7%	.	.	2%	?	24%
CC[C@H]1CCCCc2ccccc2[C@@H](C(=O)C[C@@H](O)CC(C)=O)OC1=O	-14%	-12%	6%	-22%	i	2%	-18%	15%	-21%
Cc1ccc(-c2csc(N3CCN(c4cc5c(cc4Cl)nc(-c4ccncc4)n5CCN4CCCCC4)CC3)n2)cc1	?	-35%[inhibitor]	-21%	18%	i	-11%	?	-17%	?
Cc1cccc(C(=O)NCc2nnc(SCC(=O)N3CCN(c4ccccc4)CC3)n2C)c1	-2%[57.5 µM]	-3%	-4%	25%	i	.	28%	-6%	-4%
CC(=O)c1cccc(NC(=O)COC(=O)Cn2cnc3ccccc32)c1	-95%[inhibitor]	1%	3%	-3%	i	3%	1%	?	-14%
Nc1ccc2oc(-c3cccc(Br)c3)nc2c1	i	1%	-24%	52%[activator]	i	-8%	88%[activator]	-5%	17%
c1ccc(-n2ncc3c2ncn2nnnc32)cc1	i	2%	5%	-12%	i	0%	-8%	-12%	-23%
CCOc1ccc(-c2c(C(=O)N/N=C/c3sccc3C)nnn2-c2nonc2N)cc1	-11%	-1%	15%	-8%	i	-1%	?	-8%	-4%
CC1CN(C(=O)N2CCC(C(=O)NCc3cccs3)CC2)c2cc(Cl)ccc2O1 (stereo unspecified)	i	.	7%	-10%	.	.	5%	0%	15%
O=C(O)c1cccnc1SCc1cccc(Br)c1	-44%[inhibitor]	16%	-1%	27%	i	0%	34%[activator]	8%	-23%
Cc1ccccc1OCC(=O)N1CCN(C(=O)COc2ccccc2C)CC1	i	1%	11%	-6%	i	-2%	-5%	-2%	11%
O=C1CC(c2ccccc2)CC(=O)C1CS(=O)(=O)c1ccccc1 (stereo unspecified)	-38%[inhibitor]	17%	4%	-4%	i	1%	-9%	-15%	44%
CN(C)c1ccc(/C(=N\O)c2ccccc2)cc1	-20%[57.5 µM]	2%	20%	0%	i	-4%	2%	10%	12%
COC(=O)CSc1nc(C)cc(C)c1C#N	0%	0%	-4%	0%	i	1%	39%[activator]	-2%	-3%
CC(=NNC(=S)N1CCN(C2CCCCCC2)CC1)c1ccccn1	11%	-26%	-38%[inhibitor]	0.32µM*	i	.	-70%	?	.
O=c1cc(CN2CCN(c3ccccc3)CC2)c2cc(O)c(-c3ccccc3)cc2o1	-1%	13%	5%	0%	i	0%	-32%	0%	15%
Nn1c(SCC(=O)Nc2ccc3c(c2)OCO3)nnc1C1CCCCC1	i	1%	11%	0%	i	.	-27%	3%	11%
Fc1ccc(CN2CCCCCCC2)cc1	i	-5%	-14%	1%	.	-1%	4%	-23%	29%
O=C(CCCC(=O)N1CCCc2ccccc21)N1CCCc2ccccc21	-5%	2%	6%	-12%	i	0%	?	?	3%
O=C(c1ccc(C(F)(F)F)cc1)N1CCC(=O)N(C(COCc2ccc(C(F)(F)F)cc2)Cc2ccccc2)CC1 (stereo unspecified)	-3%	25%	7%	0%	i	1%	?	4%	?
COc1ccc(CNC(=O)C(Cc2ccccc2)n2cccc2)cc1 (stereo unspecified)	i	0%	16%	-2%	i	1%	?	26%	-7%
N#Cc1nnn(-c2cc(Cl)cc(Cl)c2)c1N	i	-2%	10%	3%	i	-1%	7%	6%	6%
O=C(NNc1cc(N2CCOCC2)nc(N2CCOCC2)n1)C12CC3CC(CC(C3)C1)C2	-11%	2%	6%	-28%	i	0%	-20%	1%	.
CCn1c(=O)n(CC)c2cc(N3CCCCC3)c(NC(=O)Nc3ccccc3C(F)(F)F)cc21	-33%[inhibitor]	.	1%	-13%	.	.	?	0%	32%
COc1ccc(CCNC(=O)c2cc(-c3ccc(C)cc3)nc3n[nH]c(-c4ccccc4)c23)cc1OC	i	.	-10%	12%	.	.	3%	8%	6%
Fc1ccc(-c2nnn(Cc3nc4ccccc4s3)n2)cc1	i	14%	10%	6%	i	-2%	0%	4%	18%
O=c1[nH]c(N/N=C/c2cc3c(cc2[N+](=O)[O-])OCO3)nc2ccccc12	-24%	-3%	-1%	-8%	i	-2%	15%	-9%	-16%
CCOC(=O)C1CC(CN2C(=O)c3ccccc3C2=O)OC1=O (stereo unspecified)	?	-8%	-17%	3%	i	.	4%	-27%	36%
c1ccc2c(CN3CCOCC3)csc2c1	i	2%	-6%	2%[1.53 µM]	i	2%	10%	16%	-1%
CCOC(=O)/C(C#N)=C1/C(=O)N(Cc2ccccc2)c2ccccc21	-20%	-14%	12%	-25%	i	-2%	?	-16%	11%
O=C(CN(Cc1ccco1)C(=O)c1ccccc1F)Nc1ccccc1C(F)(F)F	-20%	-1%	9%	0%	i	0%	2%	8%	11%
COc1ccc(-c2csc(C(O)c3ccc(F)cc3)n2)cc1 (stereo unspecified)	-79%[inhibitor]	?	22%	3%	i	.	?	22µM*	-2%
O=C(NCc1ccccc1Cl)c1ccc(Nc2nc3ccccc3n3nnnc23)cc1	-25%	-1%	-6%	-2%	.	.	9%	20%	-17%
O=C(NCCSc1ccccc1)c1ccc(Br)cc1	0%	-1%	-8%	2%	i	-2%	?	8%	0%
CCN(CCCNC(=O)CNC(=O)c1nn(-c2ccc(OC)c(OC)c2)c(=O)c2ccccc12)c1ccccc1	-18%	0%	1%	-17%	i	-3%	-22%	-16%	21%
More entries
SMILES	PTHR1 ag	aSyn yeast inh	Abeta yeast res	HEK293 tox	Akt phos inh	Mm-Cpn inhibitor	GLP1R inv ag	TDP43 rescue	FUS yeast rescue
Cc1ccccc1NC(=O)CCNS(=O)(=O)c1ccc2c(c1)CCC(=O)N2	i	8%	-11%	1%	i	3%	18%	7%	-1%
CSc1ccc(/C=c2\s/c(=C\C(=O)C(C)(C)C)n(CC(=O)NCCC3=CCCCC3)c2=O)cc1	-8%	3%	6%	2%	i	0%	19%	?	-4%
Cc1cc2cc(CNC(=O)c3cccs3)ccc2[nH]1	-8%	-1%	5%	-11%	i	0%	7%	3%	43%
CCCN(C(=O)c1cc(-c2ccco2)nc2ccccc12)c1c(N)n(Cc2ccccc2)c(=O)[nH]c1=O	i	-6%	5%	-7%	i	-2%	6%	4%	6%

By substructure, the compounds so far with a cyano group
SMILES	PTHR1 ag	aSyn yeast inh	Abeta yeast res	HEK293 tox	Akt phos inh	Mm-Cpn inhibitor	GLP1R inv ag	TDP43 rescue	FUS yeast rescue
COC(=O)CSc1nc(C)cc(C)c1C#N	0%	0%	-4%	0%	i	1%	39%[activator]	-2%	-3%
N#Cc1nnn(-c2cc(Cl)cc(Cl)c2)c1N	i	-2%	10%	3%	i	-1%	7%	6%	6%
CCOC(=O)/C(C#N)=C1/C(=O)N(Cc2ccccc2)c2ccccc21	-20%	-14%	12%	-25%	i	-2%	?	-16%	11%

The list is partial; rates above refer to the full screens.
